PLC-gamma1 inh = inhibitors of human phospholipase C gamma1. inhibition, % at 12.2 µM. purified PLC-gamma1, fluorogenic substrate, fluorescence. hit rate 0.84% among 370,000. P19174; in the data active = inhibition above about 9.5%
Tn6 DDE FP = disrupts Tn6 cyclic peptide binding to fibrin D-Dimer-E complex | inhibition, % at 8.3 µM | AID 720509 | hit rate 0.21% among 370,000 | Fibrin DD(E) TRITC-Tn6 fluorescence polarization displacement | P02675;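 active = inhibition above a per-campaign cutoff: mean of compounds within control limits plus 3 SD, cut at about 15% in these data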;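 note: 0% = median of all compound wells on the plate and 100% = blocking peptide control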
proKLK7 act = activates the human kallikrein-7 zymogen. purified proKLK7, EDANS-DABCYL substrate fluorescence; 100% is mature enzyme control, 0% vehicle. activation, % at 7 µM. hit rate 0.9% among 370,000;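 active = activation above the mean of all tested compounds plus 3 SD, computed per campaign excluding outliers beyond control limits, cut at about 13% in these data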
PLC-beta3 inh = blocks human PLC-beta3 enzyme activity; Q01970; AID 720704; Purified PLC-beta3, fluorogenic substrate, fluorescence; hit rate 0.18% among 370,000; inhibition, % at 12.2 µM; in the data active = inhibition above about 11%;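 note: 0% = median of compound wells on plate and 100% = full blocker control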
Target sequence (Q01970 whole entry, looked up): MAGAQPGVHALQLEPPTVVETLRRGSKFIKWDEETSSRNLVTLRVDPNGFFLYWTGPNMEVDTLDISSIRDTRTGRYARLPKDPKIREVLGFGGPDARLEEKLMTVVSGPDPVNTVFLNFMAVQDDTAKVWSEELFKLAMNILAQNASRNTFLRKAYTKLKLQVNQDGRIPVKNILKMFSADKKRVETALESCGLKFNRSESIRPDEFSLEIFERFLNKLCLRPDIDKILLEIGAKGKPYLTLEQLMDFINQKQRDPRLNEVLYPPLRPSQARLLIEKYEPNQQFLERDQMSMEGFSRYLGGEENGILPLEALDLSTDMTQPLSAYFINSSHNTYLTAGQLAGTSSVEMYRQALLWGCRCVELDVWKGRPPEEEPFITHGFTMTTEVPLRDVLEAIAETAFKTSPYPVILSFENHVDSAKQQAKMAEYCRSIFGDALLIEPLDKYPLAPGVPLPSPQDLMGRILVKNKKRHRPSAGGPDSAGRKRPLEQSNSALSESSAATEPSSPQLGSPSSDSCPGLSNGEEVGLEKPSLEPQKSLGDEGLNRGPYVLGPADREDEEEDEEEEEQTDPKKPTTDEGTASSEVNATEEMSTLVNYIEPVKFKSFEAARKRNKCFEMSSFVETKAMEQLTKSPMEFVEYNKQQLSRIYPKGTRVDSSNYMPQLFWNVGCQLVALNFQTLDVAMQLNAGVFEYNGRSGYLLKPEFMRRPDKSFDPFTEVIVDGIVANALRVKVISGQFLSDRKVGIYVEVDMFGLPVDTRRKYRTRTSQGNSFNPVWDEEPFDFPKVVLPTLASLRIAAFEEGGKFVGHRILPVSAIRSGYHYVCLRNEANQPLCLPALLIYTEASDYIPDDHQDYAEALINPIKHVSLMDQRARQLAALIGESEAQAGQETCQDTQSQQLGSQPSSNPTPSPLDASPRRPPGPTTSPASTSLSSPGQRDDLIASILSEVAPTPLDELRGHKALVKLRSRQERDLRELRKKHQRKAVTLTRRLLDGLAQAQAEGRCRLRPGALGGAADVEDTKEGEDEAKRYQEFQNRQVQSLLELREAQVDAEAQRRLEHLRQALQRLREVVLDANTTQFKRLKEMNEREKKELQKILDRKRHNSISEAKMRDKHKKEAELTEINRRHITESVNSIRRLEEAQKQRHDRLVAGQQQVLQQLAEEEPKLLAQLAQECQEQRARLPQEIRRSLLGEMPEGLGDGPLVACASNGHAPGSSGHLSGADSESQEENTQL
ARFGAP1 inh = inhibits rat ARF GTPase activating protein 1. Arfgap1-stimulated ARF1 GTP hydrolysis, GDP FP detection. inhibition, % at 16.5 µM. hit rate 0.26% among 360,000;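 active = inhibition above a per-plate limit, mean inhibition of low control wells plus 3 SD, cut at about 25% in these data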;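 note: 0% = DMSO wells with enzyme and 100% = wells lacking Arfgap1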
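Replicates: Single well per compound | Assay system: Truncated rat Arfgap1 GAP domain | Control set: No-Arfgap1 wells (100%) versus DMSO full-reaction wells (0%) | Times: Enzyme reaction 120 min at 25 °C after 20 min preincubation | Reagent: Human ARF1(Δ1-17)-GTP substrate | Measured by: Tracer-displacement fluorescence polarization with EDTA stop, 620/688 nm | Measure: Percent inhibition of Arfgap1-stimulated GTP hydrolysis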
DDE Tn7 FP inh = DD(E)-Tn7 binding inhibition, primary FP screen; P02675; FP displacement of FITC-Tn7 peptide from fibrin DD(E); 0% = median of compound wells per plate; inhibition, % at 8.3 µM; hit rate 0.13% among 370,000; AID 720508;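 active = inhibition above the mean of compounds falling within the control limits plus 3 SD of them, cut at about 14% in these data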;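 note: 0% = plate median of compound wells and 100% = 10 µM Aha-Tn7 peptide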
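Test system – human fibrin DD(E) · Times – 10 min preincubation, 3 h with tracer, room temperature · Detection – fluorescence polarization of the labelled Tn7 tracer · Measure – percent inhibition normalized to high-control wells · Benchmarks – high control wells with 10 µM unlabelled Aha-Tn7 peptide (full inhibition) · Repeats – singlicate testing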
ASAP1 inh = blocks human ASAP1-stimulated Arf1 GTP hydrolysis; inhibition, % at 16.5 µM; hit rate 0.19% among 360,000; GDP FP detection; AID 624377; in the data active = inhibition above about 25%;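 note: 0% = vehicle with enzyme and substrate and 100% = no enzyme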
MBD2 DNA inh = MBD2-methylated oligo binding inhibition | Q9UBB5 | TR-FRET, MBD2 binding to methylated oligonucleotide | inhibition, % at 4.4 µM | hit rate 0.31% among 370,000; in the data active = inhibition above about 13%
ADAM17 inh = inhibitors of human ADAM17. inhibition, % at 6.95 µM. P78536. recombinant ADAM17, EDANS/DABCYL FRET peptide cleavage. hit rate 0.83% among 370,000;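 active = inhibition above the mean of compounds lying between control limits plus 3 SD, set per campaign, cut at about 8.5% in these data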;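 note: 0% = DMSO-only wells as the low control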
UHRF1 MBD2 ctr = UHRF1 methyl-DNA binding inhibition. Q96T88. UHRF1 binding to methylated oligo, TR-FRET. hit rate 0.75% among 370,000. inhibition, % at 4.4 µM; in the data active = inhibition above about 21%;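 note: UHRF1 SRA domain binding a hemimethylated CpG hairpin DNA probe; 0% = median of test compound wells and 100% = reference inhibitor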
Starred values were filed as active, the others as inactive; i = inactive.

SMILES | PLC-gamma1 inh | Tn6 DDE FP | proKLK7 act | PLC-beta3 inh | ARFGAP1 inh | DDE Tn7 FP inh | ASAP1 inh | MBD2 DNA inh | ADAM17 inh | UHRF1 MBD2 ctr
Cc1ccc(NC(=O)c2cc(=O)c3ccccc3o2)cc1 | 4 | 8 | -0.4 | 1 | 1 | 11 | 6 | 2 | -2 | -4
Cc1cc(C)c(OCC(=O)N/N=C/c2ccco2)c(C)c1 | 5 | -6 | -0.2 | 1 | 6 | 1 | 5 | -3 | 2 | 1
O=C(NNC(=S)NC(=O)c1ccccc1)c1ccc([N+](=O)[O-])cc1 | -21 | 6 | -0.2 | -28 | -2 | 3 | -9 | -2 | 1 | -3
CSc1ccc(CN2CCN(C3CCCC3)C(CCO)C2)cc1 (configuration not stated) | -4 | 5 | -0.6 | 3 | 9 | 2 | -2 | -1 | -7 | 1
O=[N+]([O-])c1ccccc1/C=C/CN1CCCC(CO)C1 (configuration not stated) | 2 | -6 | -0.1 | -8 | -1 | -2 | -1 | 0 | -7 | -2
O=C1COc2ccc(S(=O)(=O)CCC(=O)N3CCN(c4ccccc4)CC3)cc2N1 | 4 | -1 | -0.2 | -12 | -3 | 1 | 16 | 7 | -2 | 5
CCc1cc2c(=O)nc3n(c2s1)Cc1ccccc1/C3=C(/O)c1ccc(F)cc1 | i | 2 | 23* | i | 0 | 6 | -10 | 1 | -15 | -1
O=C(Nc1ncn[nH]1)c1cc(S(=O)(=O)Nc2cccc(C(F)(F)F)c2)ccc1Cl | 0 | 9 | 0.7 | -7 | 5 | -2 | 6 | -4 | -2 | -2
CCc1c(-c2cccc(Br)c2)ncn1CCc1ccccc1OC | 0 | -1 | 0.7 | 1 | -11 | -5 | -1 | -2 | 3 | -1
C/C(=N\NC(=S)Nc1ccccc1C)C1Cc2ccccc2C(=O)O1 (configuration not stated) | -5 | -11 | 0.1 | -14 | 0 | 4 | 5 | 2 | 1 | -1
CC(C)(C)OC(=O)N1CCC[C@H]1C(=O)N1CCC[C@H]1C(=O)NCc1ccc(F)cc1F | 2 | 9 | 0.1 | 3 | 9 | -5 | 24 | 7 | 0 | 18
O=c1[nH]c(-c2ccccc2)ncc1Oc1ccccc1 | -2 | 5 | 0.5 | -7 | -2 | -4 | 8 | -4 | 1 | 0
O=C(O)c1ccc(CN2C[C@@H](CO)O[C@@H](n3cnc4c(NCc5ccco5)ncnc43)C2)cc1 | 4 | 6 | -0.3 | 1 | -14 | 11 | 3 | 0 | 0 | -3
CC(C)(C)CC(=O)NC(=S)Nc1ccccc1[N+](=O)[O-] | -1 | 2 | -0.6 | -3 | 5 | 2 | -1 | 3 | -5 | 0
Cc1ccc(CN(C)C(=O)c2cc(COc3ccc(F)cc3Cl)on2)o1 | 0 | 4 | 0.1 | -2 | -13 | 0 | 0 | -5 | 4 | -1
COc1c(C(=O)Nc2ccc(CN3CCOCC3)cc2)cc2ccccc2c1Br | -1 | -4 | 0.5 | -5 | 9 | -1 | 2 | 1 | 3 | 3
O=C(NC1CC1)C1CC(=O)N(c2cccc(Cl)c2)C1 (configuration not stated) | 1 | 1 | 0.1 | -3 | 0 | -6 | 0 | -1 | -1 | 2
Nn1cnnc1N/N=C/c1cccc(Cl)c1Cl | 7 | -2 | -0.2 | -2 | -2 | -7 | 5 | 2 | -2 | 7
N=C(N)c1ccc(Cl)cc1 | 2 | 6 | 0.1 | 0 | 4 | 3 | 1 | 4 | 0 | 6
CC(C)(C)OC(=O)NNC(=O)c1cccs1 | 3 | -2 | 1.3 | 0 | 8 | 1 | 4 | 0 | -2 | 2
Cc1ccc(NC(=O)c2cc(=O)c3ccccc3o2)cc1S(=O)(=O)N1CCCCC1 | 0 | -4 | 0.2 | -4 | 16 | 6 | 6 | -6 | -5 | -2
CCOC(=O)Cc1csc(NC(=O)c2ccc(N3CCOCC3)cc2[N+](=O)[O-])n1 | 1 | 2 | 0.4 | 2 | 3 | -4 | -4 | -7 | 0 | -3
COc1ccc2c(=O)c(Oc3ccc(C(=O)O)cc3)c(C(F)(F)F)oc2c1 | 1 | 0 | 0.0 | -1 | 8 | -3 | -3 | -2 | 0 | 0
S=c1[nH]nc(-c2ccc(Cl)cc2Cl)n1-c1ccc2c(c1)OCCO2 | 0 | -1 | -0.3 | -10 | -2 | 1 | 8 | -3 | 3 | -5
Nc1ncc(-n2cncn2)c(-c2ccccc2)n1 | -4 | 8 | 0.0 | -3 | -2 | 2 | -13 | -3 | -2 | -2

A stretch from the list above, for reference:
SMILES | PLC-gamma1 inh | Tn6 DDE FP | proKLK7 act | PLC-beta3 inh | ARFGAP1 inh | DDE Tn7 FP inh | ASAP1 inh | MBD2 DNA inh | ADAM17 inh | UHRF1 MBD2 ctr
Cc1ccc(NC(=O)c2cc(=O)c3ccccc3o2)cc1S(=O)(=O)N1CCCCC1 | 0 | -4 | 0.2 | -4 | 16 | 6 | 6 | -6 | -5 | -2
CCOC(=O)Cc1csc(NC(=O)c2ccc(N3CCOCC3)cc2[N+](=O)[O-])n1 | 1 | 2 | 0.4 | 2 | 3 | -4 | -4 | -7 | 0 | -3
COc1ccc2c(=O)c(Oc3ccc(C(=O)O)cc3)c(C(F)(F)F)oc2c1 | 1 | 0 | 0.0 | -1 | 8 | -3 | -3 | -2 | 0 | 0
S=c1[nH]nc(-c2ccc(Cl)cc2Cl)n1-c1ccc2c(c1)OCCO2 | 0 | -1 | -0.3 | -10 | -2 | 1 | 8 | -3 | 3 | -5
Nc1ncc(-n2cncn2)c(-c2ccccc2)n1 | -4 | 8 | 0.0 | -3 | -2 | 2 | -13 | -3 | -2 | -2

New compounds follow
SMILES | PLC-gamma1 inh | Tn6 DDE FP | proKLK7 act | PLC-beta3 inh | ARFGAP1 inh | DDE Tn7 FP inh | ASAP1 inh | MBD2 DNA inh | ADAM17 inh | UHRF1 MBD2 ctr
O=C(CC12CC3CC(CC(C3)C1)C2)NC(=S)NCc1ccco1 | 3 | -2 | -0.8 | 0 | 6 | 4 | -1 | 3 | 2 | 16
COc1ccc(/C=N/NC(=O)CC(=O)NCCc2ccccc2)cc1OC | 2 | 6 | 0.6 | 5 | 1 | 4 | -7 | -6 | -7 | -2
COc1ccc(N(C(C)C(=O)Nc2cccnc2)S(C)(=O)=O)cc1 (configuration not stated) | -2 | 0 | 0.3 | 0 | -5 | 5 | -9 | -6 | -1 | -1
Cc1cc(C(F)(F)F)nn1CC(=O)NNC(=S)NCC(C)C | 2 | -1 | -0.8 | 3 | -12 | 3 | 0 | 5 | -2 | 2
O=C(NNc1ccccc1)C(=O)NNc1ccccc1 | 3 | 0 | -0.2 | 1 | -9 | 8 | 3 | 2 | -7 | -2
CC1(C(=O)Nc2cccc(Oc3ccccc3)c2)CCN1C1Cc2ccccc2C1 (configuration not stated) | 0 | 10 | 0.3 | -4 | 13 | 7 | 4 | 0 | -2 | -1
COc1ccc(-c2csc(NC(=S)NC(=O)/C=C/c3ccc(C(C)C)cc3)n2)cc1OC | 0 | -4 | -0.5 | -5 | -11 | 0 | 2 | 2 | -4 | 2
COc1ccc(C2(c3ccc(OC)cc3)NC(=O)N(CC(=O)NCC(F)(F)F)C2=O)cc1 | -2 | 8 | -0.4 | -6 | 7 | 2 | -14 | 2 | -3 | 1
Cn1cnc([N+](=O)[O-])c1S(=O)(=O)Oc1ccccc1 | 4 | -4 | -0.3 | 2 | -8 | -7 | 8 | 14* | -4 | 7
COc1ccc(NC(=O)COc2ccc(N(C)S(=O)(=O)c3ccc(Cl)cc3)cc2)cc1OC | 0 | -9 | 0.6 | -8 | -4 | 7 | -1 | -5 | 1 | 1
CN(CC(=O)Nc1ccc(F)c(F)c1F)C(=O)CC1OC(=O)c2ccccc21 (configuration not stated) | -2 | 4 | 0.1 | -7 | 2 | 9 | -6 | 4 | -5 | 3
COc1ccc(-c2nc(CS(=O)(=O)CC(=O)NCc3cccc(OC)c3OC)c(C)o2)cc1 | -3 | 6 | 0.0 | -2 | -11 | 2 | -1 | -5 | -1 | -2
C1CCN(CCC2CCCCN2)CC1 (configuration not stated) | -11 | -3 | -1.0 | -18 | 5 | 5 | 7 | 10 | -15 | 2
COc1ccc(CNC(=O)c2cc(-c3ccncc3)nc3c(C)cc(C)cc23)cc1OC | -32 | -3 | 3.0 | -48 | -2 | 0 | 15 | 6 | -19 | -2
O=C(NCc1ccc(F)cc1)c1cc(-c2ccco2)on1 | -6 | 9 | 0.5 | -1 | 0 | 7 | -5 | -7 | -3 | 0
CN(C)C(=O)N1CCC(C(=O)NCc2ccccc2)CC1 | 1 | -1 | 0.0 | 0 | 13 | -5 | 0 | 0 | -6 | 0
COc1cc(-c2ccc3oc(-c4ccsc4)c(C#CC4(O)CCCCC4)c3c2)cc(OC)c1OC | -410 | 2 | 13* | i | 5 | 3 | 5 | -2 | -110 | 8
COc1cccc(/C=C2/Sc3ccc(C(=O)NCCN4CCCC4)cc3NC2=O)c1 | -108 | 0 | 1.6 | -136 | 18 | 1 | 24 | -9 | -2 | -5
COCCNc1nc2cc(-c3ccc(C)cc3)sc2c(=O)n1C | 1 | -5 | 0.8 | 3 | 4 | -6 | -5 | 0 | -3 | 0
COc1ccc(Cc2nc(-c3cccs3)no2)cc1 | 0 | 1 | 0.0 | 2 | 7 | -11 | 9 | -1 | 2 | 0
Cc1cc(F)ccc1NC(=S)NC1CCCC1 | -1 | 8 | -0.2 | -8 | -9 | 6 | -14 | -3 | 2 | 0
Cc1nnc(C)n1/N=C/c1cc2ccccc2nc1Cl | -16 | 11 | 0.3 | -18 | -3 | 2 | -5 | -1 | -5 | -5
COc1cccc(N2CCN(C(=O)c3ccc4nc(N5CCCCC5)sc4c3)CC2)c1 | 2 | 1 | 0.8 | -29 | -3 | 1 | 6 | 0 | 2 | 0
C[C@@H]1CN([C@@H](C)CO)C(=O)CCCn2nncc2CO[C@H]1CN(C)Cc1ccc2cccnc2c1 | 2 | 3 | -0.5 | 3 | 12 | -1 | 1 | -7 | -1 | 0
